Compound activity from PubChem BioAssay.
GDH-TPI counter: GDH-TPI coupling enzyme inhibitors, primary screen, artefact control for M. tuberculosis FBA inhibitor project, biochemical, absorbance, full deck; GDH-TPI coupled enzyme counterscreen, NADH absorbance; inhibition, % at 4.8 µM; 360,000 compounds, 1.2% hits; AID 588335, 2011; in the data active means inhibition above about 30%;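 further: 0% = DMSO wells and 100% = wells lacking the enzyme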
UGM FP inh: M. tuberculosis UGM enzyme inhibitors, primary screen, biochemical, fluorescence polarization, single point; 320,000 compounds, 0.06% hits; UDP-galactopyranose mutase (Mycobacterium tuberculosis (strain ATCC 25618 / H37Rv)), …; purified UGM, fluorescence polarization probe displacement; inhibition, % at 10 µM; in the data active means inhibition above about 10%, passing the limit was not always enough; inconclusive means no clear call, values can overlap the other calls
Target sequence (P9WIQ1 whole entry, looked up): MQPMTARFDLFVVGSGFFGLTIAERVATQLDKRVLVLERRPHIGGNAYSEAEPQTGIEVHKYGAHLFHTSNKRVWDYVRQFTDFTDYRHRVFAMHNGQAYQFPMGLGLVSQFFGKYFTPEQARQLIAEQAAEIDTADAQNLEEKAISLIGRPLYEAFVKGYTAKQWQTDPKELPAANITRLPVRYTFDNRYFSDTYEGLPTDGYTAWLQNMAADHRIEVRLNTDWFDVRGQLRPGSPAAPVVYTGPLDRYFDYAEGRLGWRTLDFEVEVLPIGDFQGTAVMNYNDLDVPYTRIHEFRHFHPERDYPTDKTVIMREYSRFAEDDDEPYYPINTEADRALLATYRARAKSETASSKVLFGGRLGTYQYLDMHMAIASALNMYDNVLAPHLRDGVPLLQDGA
BoNT F protease: BoNT/F light chain protease inhibitors, primary screen, biochemical, flow cytometry, MLPCN library. Botulinum neurotoxin type F light chain protease (Clostridium botulinum). 360,000 compounds, 0.22% hits. Multiplex microsphere protease cleavage assay. inhibition, % at 10 µM; in the data active means inhibition above about 35%, passing the limit was not always enough; inconclusive means no clear call, values can overlap the other calls; further: plate controls were buffer without enzyme for full effect and enzyme alone for no effect
FadD28 FP inh: inhibitors of FadD28 bisubstrate probe binding, primary screen, biochemical, fluorescence polarization, single point | 360,000 compounds, 0.22% hits | AID 588549, 2011 | inhibition, % at 12.5 µM | Mycobacterium tuberculosis FadD28 fatty-acid-AMP ligase; in the data active means inhibition above about 8.5%, passing the limit was not always enough; inconclusive means no clear call, values can overlap the other calls
MazEF act: activators of E. coli MazEF toxin-antitoxin RNase, primary screen, biochemical, fluorescence, uHTS. Endoribonuclease toxin MazF (Escherichia coli (strain K12)), P0AE70. FAM/BHQ RNA-DNA oligo cleavage fluorescence, 5 h. activation, % at 20 µM. 350,000 compounds, 0.32% hits. AID 504720, 2011; in the data active means activation above about 50%
Target sequence (P0AE70 whole entry, looked up): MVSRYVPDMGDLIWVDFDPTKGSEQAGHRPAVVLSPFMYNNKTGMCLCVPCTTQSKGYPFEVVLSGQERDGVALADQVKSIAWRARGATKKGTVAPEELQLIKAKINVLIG
PrPC surface inh: inhibitors of human cell surface prion protein PrPC, primary screen, cell-based, TR-FRET; inhibition, % at 13.8 µM; 370,000 compounds, 0.43% hits; AID 720596, 2013; TR-FRET read-out; Major prion protein (Homo sapiens), P04156; in the data active means inhibition above about 24%; further: 0% = median of the test wells and 100% = reference compound wells
Mtb BioA inh: M. tuberculosis BioA enzyme inhibitors, primary screen, biochemical, plate reader, single point, HTS; purified M. tuberculosis BioA enzyme; inhibition, % at 9.99 µM; 360,000 compounds, 0.096% hits; AID 602481, 2012; 7,8-diaminopelargonic acid synthase BioA (Mycobacterium tuberculosis); in the data active means inhibition above about 40%; inconclusive means no clear call, values can overlap the other calls
Rv3671c inh: Rv3671c serine protease inhibitors, primary screen, biochemical, fluorescence polarization, M. tuberculosis H37Rv; P9WHR9; inhibition, % at 5.96 µM; 320,000 compounds, 0.048% hits; AID 2606, 2010; in the data active means inhibition above about 38%;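 further: extracellular domain of Rv3671c used as enzyme; 0% = enzyme with DMSO and 100% = no enzyme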
Target sequence (P9WHR9 whole entry, looked up, the tested form may be a part): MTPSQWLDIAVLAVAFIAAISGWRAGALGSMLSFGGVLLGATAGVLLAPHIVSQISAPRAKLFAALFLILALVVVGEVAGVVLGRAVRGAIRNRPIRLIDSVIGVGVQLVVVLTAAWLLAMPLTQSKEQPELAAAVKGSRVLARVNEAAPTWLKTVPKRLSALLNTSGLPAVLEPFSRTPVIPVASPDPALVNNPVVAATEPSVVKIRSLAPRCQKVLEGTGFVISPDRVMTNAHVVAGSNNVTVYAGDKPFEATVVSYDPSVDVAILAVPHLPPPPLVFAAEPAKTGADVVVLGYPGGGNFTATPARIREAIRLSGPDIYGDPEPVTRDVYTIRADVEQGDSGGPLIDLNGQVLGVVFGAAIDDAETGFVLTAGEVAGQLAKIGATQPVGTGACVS
Mtb FBA inh: Mtb FBA enzyme inhibitors, primary screen, biochemical, fluorescence, strain H37Rv; inhibition, % at 1 µM; AID 588726, 2011; Fructose-bisphosphate aldolase (Mycobacterium tuberculosis (strain ATCC 25618 / H37Rv)), …; 360,000 compounds, 2.3% hits; purified M. tuberculosis FBA, fluorescence read-out; in the data active means inhibition above about 27%;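 further: 0% = vehicle and 100% = reference inhibitor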
Numbers without * were called inactive; ? = inconclusive; nt = not tested or not shown.

entry	compound	UGM FP inh	BoNT F protease	Mtb FBA inh	Mtb BioA inh	GDH-TPI counter	FadD28 FP inh	MazEF act	Rv3671c inh	PrPC surface inh
1	CC(=O)Nc1ccc(C(=S)NCc2ccco2)cc1	-3.4	0	6	-5.0	6	-0.1	-2	3	3
2	CCN(CC(=O)Nc1c(Cl)cccc1Cl)C(=O)C1CCN(c2ncnc3sc(C)c(C)c23)CC1	nt	-13	-2	-0.4	-3	-4.2	3	nt	-5
3	COc1ccc(Cl)cc1C(=O)NC1=NCCS1	1.2	?	2	-1.1	7	-1.6	1	2	-2
4	CNC(=S)N1CCC(NC(=O)C(Cc2ccc(OC)cc2)NC(C)=O)CC1 (stereo unspecified)	-1.5	2	2	-0.2	1	1.2	-5	-4	-1
5	CC(C)NC(=O)NC(=O)COC(=O)C1(C)CC1(Cl)Cl (stereo unspecified)	1.7	-2	1	nt	-4	-0.2	2	3	9
6	CCOc1ccccc1C(=O)NCc1ccco1	-0.7	3	-1	0.2	-2	-2.3	10	2	-4
7	Cc1nccn1CCC(=O)NC1CCCc2c1cnn2-c1ccc(C(C)(C)C)cc1 (stereo unspecified)	nt	1	3	-0.8	7	-1.7	-4	nt	-3
8	COC(=O)CCCC1=CC2=C(c3ccccc3)C(=O)C(C)(OC(=O)C3CCCC3)C(=O)C2=CN1Cc1ccc2c(c1)OCO2 (stereo unspecified)	1.9	-11	1	1.2	3	-3.2	-3	-18	-5
9	CC(=O)N1CCN(c2ccc(NC(=O)c3cc(Cl)ccc3Cl)cc2)CC1	1.0	?	-2	-1.1	3	-4.3	-1	3	7
10	CCC(=O)N1CCN(c2ccc(NC(=O)c3ccc(N4CCOCC4)c([N+](=O)[O-])c3)cc2)CC1	1.0	-4	1	-2.5	12	-2.7	5	3	-9
11	CC(C)(C)c1ccc(S(=O)(=O)NC(=O)C2(C)CCN2C(=O)Cc2cccc3ccccc23)cc1 (stereo unspecified)	nt	0	-4	0.1	-7	-7.6	nt	nt	0
12	O=C(NNc1nc2c(F)cccc2s1)c1ccc(F)cc1	-2.5	-5	0	nt	-2	-3.4	4	-2	0
13	Oc1ccccc1C=NC1CCCCC1N=Cc1ccccc1O (stereo unspecified)	-1.5	-2	-3	nt	2	-0.3	-3	0	5
14	O=C(COc1ccc(-n2ccnc2)cc1)Nc1cccc(Cl)c1	1.5	-4	3	nt	6	-2.5	2	-3	18
15	COc1cccc(C(=O)Nc2ccccc2C(=O)NC2CC2)c1	1.4	10	7	-20	-1	-1.4	1	4	-3
16	O=C(NCc1ccc(F)cc1)c1cc(C2CCCN(C(=O)CCCc3ccccc3)C2)on1 (stereo unspecified)	nt	0	-1	-2.3	-2	-5.1	nt	nt	-4
17	CC(C)(CNC(=O)c1cccc(S(=O)(=O)N2CCCCC2)c1)N1CCOCC1	nt	-7	1	-2.1	11	-3.3	6	nt	-11
18	CN(C(=O)COC(=O)CNC(=O)C1CCCCC1)c1ccccc1	-0.9	4	1	-0.5	4	-0.1	3	4	-3
19	CC(=O)c1ccc(Nc2ccc(-c3ccccc3C)nn2)cc1	-2.9	-18	-2	nt	28	0.0	7	-9	12
20	COc1ccc(/C=N/OCC(=O)NC(c2ccccc2)c2ccccc2)c(OC)c1	1.2	-5	1	-3.0	-10	-0.9	-6	-13	6
21	O=C(CCCn1c(=O)[nH]c2cc(Cl)ccc2c1=O)N1CCN(c2ccc([N+](=O)[O-])cc2)CC1	nt	-13	-1	-1.9	-10	-4.8	46	nt	-3
22	Cc1cc(C)n(Cc2ccccc2)c(=O)c1S(=O)(=O)c1ccccc1	-0.1	-10	3	3.2	18	-1.2	1	-2	-1
23	Clc1ccc(-c2nnc(N3CCOCC3)o2)cc1	-0.4	nt	40*	0.4	-5	-3.2	13	-1	4
24	Cc1cccc(C)c1NC(=O)CNC(=O)CCC(=O)N1CCOCC1	-4.4	-2	7	-2.2	14	1.0	-12	9	-7
25	Cc1ccc(C2=NOC(C)(c3nnc(-c4ccncc4)o3)C2)cc1 (stereo unspecified)	0.8	5	0	-4.3	10	-0.2	2	-2	-4
26	CC(=O)Nc1nc2c(ccc3ccccc32)s1	4.9	4	1	-2.8	2	-5.8	11	-3	2
27	CN(C)c1cccc(C(=O)OCC(=O)NC(=O)NCc2ccccc2)c1	0.2	-8	2	-0.7	6	-0.8	6	2	0
28	N/C(Cc1cccs1)=N\OC(=O)COc1ccc(Br)cc1	2.0	1	0	-1.1	4	-2.3	1	-6	-1
29	O=C(COC(=O)/C=C/c1ccco1)NCCN1C(=O)CSC1=O	nt	-3	0	0.3	15	-2.1	-20	nt	2
30	O=C(C[n+]1cc(Br)cc2ccccc21)c1ccccc1	1.4	34	-2	2.8	0	-3.6	23	0	-12

Single values from above.
CC(=O)Nc1nc2c(ccc3ccccc32)s1 – GDH-TPI counter = 2
Cc1cc(C)n(Cc2ccccc2)c(=O)c1S(=O)(=O)c1ccccc1 – FadD28 FP inh = -1.2

The main list resumes, starting six compounds before the break.
entry	compound	UGM FP inh	BoNT F protease	Mtb FBA inh	Mtb BioA inh	GDH-TPI counter	FadD28 FP inh	MazEF act	Rv3671c inh	PrPC surface inh
25	Cc1ccc(C2=NOC(C)(c3nnc(-c4ccncc4)o3)C2)cc1 (stereo unspecified)	0.8	5	0	-4.3	10	-0.2	2	-2	-4
26	CC(=O)Nc1nc2c(ccc3ccccc32)s1	4.9	4	1	-2.8	2	-5.8	11	-3	2
27	CN(C)c1cccc(C(=O)OCC(=O)NC(=O)NCc2ccccc2)c1	0.2	-8	2	-0.7	6	-0.8	6	2	0
28	N/C(Cc1cccs1)=N\OC(=O)COc1ccc(Br)cc1	2.0	1	0	-1.1	4	-2.3	1	-6	-1
29	O=C(COC(=O)/C=C/c1ccco1)NCCN1C(=O)CSC1=O	nt	-3	0	0.3	15	-2.1	-20	nt	2
30	O=C(C[n+]1cc(Br)cc2ccccc21)c1ccccc1	1.4	34	-2	2.8	0	-3.6	23	0	-12
31	Cc1ccccc1C(=O)NNC(=O)C1CC(=O)N(c2ccc3c(c2)OCCO3)C1 (stereo unspecified)	-1.4	-6	-2	-1.5	2	-2.6	5	0	-4
32	CC(=O)N1c2ccc(S(=O)(=O)N3CCCCC3)cc2CC1C(=O)NCc1ccccc1C (stereo unspecified)	0.7	10	3	0.7	13	0.1	12	-11	-1
33	COc1ccc(NC(=O)CS(=O)CC(=O)Nc2ccc(NC(C)=O)cc2)cc1 (stereo unspecified)	0.3	-7	4	-2.3	-1	-1.5	-14	0	11
34	CCOC(=O)C1=C(C)NC(C)=C(C(=O)OCC)C1c1ccc(Br)o1	0.8	-2	-2	-0.4	1	-8.9	-6	5	6
35	Cc1ccccc1CSCC(=O)NNC(=S)NCC1CCCO1 (stereo unspecified)	-1.0	1	-1	0.0	2	0.6	5	nt	9
36	CCCNC(=O)C1(C)CCCN(C(=O)c2ccccc2F)C1 (stereo unspecified)	nt	-5	0	-2.0	4	-0.2	nt	nt	-3
37	CCn1ncc(NC(=S)NCCc2ccc(OC)c(OC)c2)c1C(N)=O	0.9	-4	-2	nt	-9	-0.2	2	-4	5
38	CSc1nc(-c2ccccc2)nc(N2CCOCC2)c1C(C)=O	-1.0	-4	-4	nt	-4	-5.5	1	-3	0
39	COC(=O)c1cn(C(=O)c2cccs2)c2ccccc12	-3.1	9	-9	-5.6	9	-0.7	-4	-1	-2
40	COc1cc(CNc2ncnc3c2ncn3[C@H]2CN(CCc3ccccc3)C[C@@H](CO)O2)cc(OC)c1OC	nt	3	1	1.4	6	-0.7	nt	nt	6
41	Nc1c(N2CCN(c3ccccc3)CC2)c2ccccc2oc1=O	4.2	-5	-1	0.4	22	0.6	4	-4	6
42	COC(=O)C1=C(c2cc3ccccc3o2)C[C@@H]2CC[C@H]1N2C(=O)NCCO	0.0	-12	2	3.5	-2	-2.4	5	-4	-7
43	Cc1ccc2cc(C)c3nnc(SCC(=O)N4CCN(C(=O)c5ccco5)CC4)n3c2c1	1.3	2	2	-0.5	12	-2.3	0	-1	-6
44	CCc1ccc(NC(=O)Cn2cccc2)cc1	-1.0	1	0	nt	9	0.1	3	0	1
45	COc1cc(C(=O)N/C(=C/c2ccc(F)cc2)C(=O)NC(C(=O)O)c2ccccc2)cc(OC)c1OC (stereo unspecified)	-1.0	?	-1	-1.3	1	-4.3	-6	-4	5
46	Cc1csc(=O)n1CC(=O)OCC(=O)c1ccc(Br)cc1	0.7	5	2	2.7	1	-0.8	1	2	-3
47	COc1ccc2c(c1)C(=O)CC(c1ccccc1)O2 (stereo unspecified)	nt	-8	10	1.8	1	-3.0	0	nt	0
48	O=C(N/N=C/c1cc(Br)c(O)c(Br)c1)c1cccc(C(F)(F)F)c1	-1.1	-8	-1	nt	14	0.2	6	2	2
49	Cc1ccccc1-c1nc(CS(=O)(=O)CC(=O)N2CCc3ccccc32)c(C)o1	-1.3	-5	-2	0.4	7	-2.6	4	1	-4
50	COc1ccc(C(=O)n2nc(-c3ccc(C)cc3)nc2N)cc1OC	-2.8	7	0	-0.2	21	-2.2	1	-7	-4
51	CC(=O)Nc1ccc(S(=O)(=O)Nc2nc(C)nc3sc(C)c(C)c23)cc1	-0.6	?	3	0.1	1	-1.5	-12	7	-1
52	CCN(CC)C(=O)c1cc2c(=O)c3cc(F)ccc3oc2nc1C	-0.7	1	5	-0.4	14	-3.6	-9	-10	3
53	C=CCn1c(SCC(=O)Nc2ccc(N3CCOCC3)cc2)nnc1-c1ccncc1	0.3	5	1	-2.2	1	-0.3	6	-3	5
54	CCCc1nc(SCC(=O)N2CCCC2)c2ccccc2n1	-0.4	7	0	4.2	13	-4.1	4	-1	20
55	Cc1ccc(C2/C(=C(\O)c3ccc4c(c3)OCCO4)C(=O)C(=O)N2Cc2cccnc2)cc1 (stereo unspecified)	1.4	-6	-1	1.2	11	-2.8	10	-5	11
56	O=S(=O)(/N=C(/Nc1ccccc1F)c1ccccc1)c1ccccc1	-0.4	-17	-1	3.0	11	3.7	11	-4	5
57	C=CCNc1nc(N)c([N+](=O)[O-])c(N2CCCCCC2)n1	-1.3	?	-1	2.0	7	-4.6	3	-6	4
